Screening data as filed in PubChem BioAssay.
S3 lipid droplet – qHTS Assay for Lipid Storage Modulators in Drosophila S3 Cells | AID 2685 | Drosophila S3 cells, BODIPY lipid droplet fluorescence, 18-24 h; cells fed with added oleic acid | Potency in µM for hits, for the others lipid storage change, negative = inhibition, % at the top dose, mostly 46.1 µM | 320,000 compounds, 0.64% hits; active = well fitted inhibition curve with a large enough effect in the signal ratio, with a control signal flat, not every such curve was filed as active; inconclusive = small, poorly fitted or top-dose-only effect, or effect the other way, or a change in a side signal; the % refers to the signal ratio
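Drosophila S3 cells got compounds at several concentrations plus oleic acid (400 uM solution). Laser-scanning cytometry with 488 nm excitation read lipid droplets at 500-530 nm and cells at 575-640 nm. Percent activity was relative to 20 uM Triacsin C.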
S3 lipid droplet cell count max – also measured in S3 lipid droplet; calls as there; cell number change, %; measured here: cell count max response;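 cells counted by Cell Tracker Red CMTPX staining in the red channel; peak over a dose series mostly up to 46.1 µM; percent activity relative to internal control wells on each plate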
* hit, by the source's call; i = inactive; ? = inconclusive; · = no result given. % is scaled to controls: 0 for no effect and ±100 for the full control effect; potency is read from the fitted curve at half-maximal effect. Not all compounds are listed (hit frequency here may not be typical).

Screens in order: S3 lipid droplet, S3 lipid droplet cell count max
Cc1ccc(CNC(=O)CCCCCNc2nc(=S)[nH]c3ccccc23)cc1
  ?, ·
COc1cc(C2N(c3ccccn3)C(=O)C3CCCN32)cc(OC)c1OC (stereo not given)
  -15%, -4
COCC(=O)O[C@]1(CCN(C)CCCc2nc3ccccc3[nH]2)CCc2cc(F)ccc2[C@@H]1C(C)C
  ?, ·
CCOC(=O)CSc1nnc(NC(=O)c2cccc([N+](=O)[O-])c2C)s1
  9%, 8
COc1ccc(CNC(=O)C2CCCN2C)cc1OC (stereo not given)
  -13%, 6
OC(COc1c(F)cc(Br)cc1F)CN1CCc2ccccc2C1 (stereo not given)
  12%, -1
O=C(CSc1nnc(-c2ccccc2)o1)c1nnc(-c2ccccc2)o1
  ?, ·
CC(=O)Nc1cccc(C(=O)Nc2cccc(S(=O)(=O)NCc3ccco3)c2)c1
  -21%, -3
O=C(Nc1ccc(OC(F)F)c(Cl)c1)c1ccccn1
  ?, ·
COc1cccc(CNC(=S)Nc2cc(C)cc(C)c2)c1
  -3%, 17
O=C(CCNC(=O)c1ccc(Cl)cc1)NN1C(=O)NC2(CCCCC2)C1=O
  ?, ·
Cc1sc2nc(C3CC3)nc(NCCNS(C)(=O)=O)c2c1C
  ?, ·
O=C(NS(=O)(=O)c1ccccc1[N+](=O)[O-])c1ccccc1
  ?, ·
COc1ccc(O)c(CN2CCCC(N3CCN(c4ccccc4OC)CC3)C2)c1 (stereo not given)
  20%, -4
COc1ccc(C(=O)c2cn[nH]c2-c2cc(C)ccc2O)cc1
  -28%, -19
O=C(CN(C1CCCCC1)S(=O)(=O)c1ccc(F)cc1)NC1CC1
  ?, ·
CC1(C)CC(CC(=O)O)C(=O)O1 (stereo not given)
  ?, ·
Cc1ccc(C(=O)CCC(=O)OCC(=O)Nc2nnc(-c3ccccc3)o2)cc1
  ?, ·
CCc1ccccc1Nc1nc2ccccc2n1C
  ?, ·
CCN1CCN(C(=O)c2ccc(N3CC4CC(C3)c3cccc(=O)n3C4)c([N+](=O)[O-])c2)CC1 (stereo not given)
  -3%, 8
COc1cc(/C(C)=N/NC(=O)CSc2nnc(C)s2)ccc1O
  5%, 20
Cc1ccc2c(COC(=O)c3ccccc3OC(F)F)cc(=O)oc2c1
  i, 27
COc1cc(CC(NC(C)=O)C(=O)NC2CCN(c3c4c(nc5ncnn35)CCC4)CC2)cc(OC)c1 (stereo not given)
  -13%, 13
O=C(N/N=C/c1ccncc1)c1cc([N+](=O)[O-])cc([N+](=O)[O-])c1
  1%, -5
CCOC(=O)c1cnn(CCOC(=O)C2CC2)c1NC(=O)C1CC1
  ?, ·
Cc1cccc(NC(=O)CCc2nnc3ccc(N4CCC(C)CC4)nn23)n1
  i, 22
CCC(O)(C(=O)Nc1ccccc1C(F)(F)F)c1ccccc1OC (stereo not given)
  ?, ·
COc1ccc(C(=O)Nc2c(N)nc(SCC(=O)Nc3ccc(C(C)=O)cc3)[nH]c2=O)cc1
  ?, ·
N#Cc1cc([N+](=O)[O-])c(-n2nnc3ccccc32)c([N+](=O)[O-])c1
  -18%, 1
O=[N+]([O-])c1ccccc1OC/C(=N\O)c1ccccc1
  8%, 1
C=CCSc1nc(N)cc(=O)[nH]1
  -2%, -9
O=C(O)CCNC(=O)c1cncc(Br)c1
  ?, ·
O=C(COc1ccc(Cl)cc1)OCC(=O)N1CCCc2ccccc21
  1%, 5
COc1ccc(/C(N)=N/OC(=O)CSc2ccccc2)cc1
  ?, ·
COc1cccc2cc(-c3ccnc(=S)[nH]3)oc12
  0%, -21
O=C(Nc1cccc2c1CCCC2)c1cccc(F)c1
  5%, 29
CN1N=C(C(C)(C)C)CC1=O
  ?, ·
C=CCN(C(=O)c1csnn1)C(C(=O)NC1CCCCC1)c1ccccc1F (stereo not given)
  13µM*, 2.1*
Cc1ccc(S(=O)(=O)N2CCOCC2)cc1NC(=O)COC(=O)c1ccccc1OCc1c(C)noc1C
  ?, ·
CCOC(=O)/C(C#N)=C/c1cc2ccc(C)cc2nc1Cl
  6%, 14
COc1ccc(-c2nnnn2-c2ccc(F)cc2F)cc1
  ?, ·
N#CSC(c1ccccc1)c1nc2ccccc2[nH]c1=O (stereo not given)
  -6%, -5
COc1ccccc1N(CC(=O)N1CCCCCC1)S(C)(=O)=O
  ?, ·
O=C(Nc1ccccc1)c1ccc(CN2CCc3ccccc3C2)cc1
  -1%, 7
Cc1cc(C(=O)N/N=C/c2ccccc2[N+](=O)[O-])c(C)o1
  -17%, 0
CSc1nc2c(c(=O)n1-c1ccccc1)SCC2
  i, ·
COc1cc(=O)n(C)c2cc(N(C)C)ccc12
  i, ·
CC1CCCC(C)N1C(=C(Cl)Cl)C(=C1SCCS1)[N+](=O)[O-] (stereo not given)
  ?, ·
Cc1cc(O)c(NC(=O)c2ccco2)cc1C
  ?, ·
O=C(/C=C/c1ccc(F)cc1)NC(=S)N1CCOCC1
  16%, 15
Cc1cc(O)c(CN(C)C)c2c1C(=O)/C(=C/c1ccco1)O2
  -30%, -14
Cc1ccc(/C=C(\NC(=O)c2ccccc2)C(=O)NCCc2ccccn2)o1
  ?, ·
Cc1ccccc1N/C(SCc1ccc(Cl)cc1)=C(/C#N)C(N)=O
  ?, ·
NNC(=O)CNC(c1ccccc1)c1cc(Cl)ccc1NC(=O)c1ccccc1 (stereo not given)
  8%, -27
CCOc1cc(N2CCOCC2)c(OCC)cc1NC(C)C(=O)N1CCC(C)CC1 (stereo not given)
  8%, -8
CCOc1ccc2c(c1)c(=O)c(S(=O)(=O)c1ccc(CC)cc1)cn2C
  -5%, ·
Cc1ccc(S(=O)(=O)NCCSc2ccccc2)cc1[N+](=O)[O-]
  6%, -14
COc1ccccc1OCCNC(=O)c1cccc(S(=O)(=O)N2CC(C)OC(C)C2)c1 (stereo not given)
  ?, ·
Cc1ccc(/C=C/C(=O)NN2CCN(C)CC2)cc1
  ?, ·
Cc1ccc(S(=O)(=O)N2CCN(CC(=O)NC3CCCc4ccccc43)CC2)cc1C (stereo not given)
  ?, ·

Next part:
Screens in order: S3 lipid droplet, S3 lipid droplet cell count max
COc1ccc(OCC2CNC(=O)O2)cc1 (stereo not given)
  ?, ·
CCOC(=O)CNC(=O)c1nn(-c2ccc(OCC)cc2)c(=O)c2ccccc12
  i, 5
COc1ccccc1N1CCN(C(=O)c2onc(C)c2Cl)CC1
  8%, 3
COC(=O)C(NC(=O)c1c(C)nn(C)c1Cl)c1ccccc1 (stereo not given)
  ?, ·
CCOc1cc(/C=C/c2cccc[n+]2C)ccc1O
  ?, ·
COc1ccc(CCNC(=O)c2ccc3c(c2)NC(=O)C(CSCc2cc(C)ccc2C)N3)cc1OC (stereo not given)
  23µM*, 3.4*
COc1ccccc1-c1c(C)nn2c(N3CCOCC3)cc(C)nc12
  9%, 17
CCc1sc(NC(=O)c2cc3ccccc3oc2=O)nc1-c1cccs1
  20%, 0
O=C(CCn1c(=O)oc2ccccc21)NCCCN1CCN(c2ccc(F)cc2)CC1
  i, -12
COc1ccc(NC(=O)CN2C(=O)NC(C)(C3CC3)C2=O)cc1S(=O)(=O)N1CCOCC1 (stereo not given)
  ?, ·
C[C@H](NC(=O)OC(C)(C)C)C(=O)N/N=C/c1cccc2nccnc12
  -4%, -8
COc1ccc(CN2C(=O)C(Cc3ccccc3)Nc3ncnc(N4CCN(c5ccccc5)CC4)c32)cc1 (stereo not given)
  ?, ·
CCn1c(SCc2nc3ccccc3[nH]2)nnc1-c1cccs1
  ?, ·
CCCCN1C=CC(=C2C(=O)c3ccccc3C2=O)C=C1
  0%, -16
CN(C(=O)c1c(Cl)cnn1C)C12CC3CC(CC(C3)C1)C2
  -8%, -10
CC1Cc2cc(/C=C3/SC(=S)NC3=O)ccc2O1 (stereo not given)
  ?, ·
Cn1c(C(=O)N2CCCC(C(=O)N3CCN(C(=O)c4ccco4)CC3)C2)cc2sccc21 (stereo not given)
  ?, ·
NS(=O)(=O)c1ccc(CNC(=O)NC23CC4CC(CC(C4)C2)C3)cc1
  -1%, -7
c1ccc(N2CCCCC2)c(NC2=NCCC2)c1
  ?, ·
O=C1Nc2ccc(Cl)cc2C(=O)C1(F)c1ccccc1 (stereo not given)
  -4%, -20
O=C(Nc1ccc(Cl)c([N+](=O)[O-])c1)Nc1nc2ccccc2s1
  -2%, -9
O=C1C2C3C=CC([C@@H]2C(=O)N1C1CCCCC1)[C@H]1C(=O)N(C2CCCCC2)C(=O)C31 (stereo not given in full)
  14%, -25
N#CCSc1n[nH]c2nc3c(c(=O)n12)C1(CCCCC1)Cc1ccccc1-3
  i, ·
Cc1[nH]c2ccc(C(=O)N3CCN(c4ccccn4)CC3)cc2c1C
  i, 22
COc1ccc(C)cc1NCc1cc(=O)oc2cc(-c3ccccc3)c(O)cc12
  ?, ·
Cc1nc(C(C)N(C)Cc2c(C(=O)N3CCCCC3)nc3c(C)cccn23)c(C)s1 (stereo not given)
  15%, 3
O=C(Nc1cccc(Cl)c1)c1ccncc1
  ?, ·
CCCS(=O)(=O)N1CCCC(C(=O)NCCN(CC)CC)C1 (stereo not given)
  ?, ·
CC(OC(=O)c1cccnc1)C(=O)NCc1ccc2c(c1)OCO2 (stereo not given)
  9%, 13
CCN1CCCC1CNC(=O)C(=O)NC (stereo not given)
  -4%, 1
COc1ccc(NC(=S)NCCC(c2ccccc2)c2ccccc2)c(OC)c1
  i, ·
CC(C)c1ccc(NC(=O)c2cccc(Br)c2)cc1
  1%, -17
O=C(NCC1CCCO1)c1cccc(Oc2c(Cl)cccc2[N+](=O)[O-])c1 (stereo not given)
  ?, ·
Cc1ccoc1C(=O)NCc1occc1C(=O)O
  ?, ·
NC(=O)NC(=O)CSc1ccccc1
  ?, ·
CN(C)N1C(N)=C(C#N)C(c2ccsc2)C2=C1CC(C)(C)CC2=O (stereo not given)
  ?, ·
COc1cc(NC(=O)CSc2nnnn2C2CCCC2)cc(OC)c1
  i, 5
CC(=O)N1N=C(c2ccc(C)o2)CC1c1cccc(F)c1 (stereo not given)
  ?, ·
C[C@H](NCCc1ccc(O)cc1)[C@H](O)c1ccc(O)cc1
  3%, 6
COc1ccc(NC(=O)c2csc(Cc3ccccc3)n2)cc1
  8%, -9
O=C(Nc1ccc(Br)cc1)Nc1ccccc1F
  -15%, -8
COc1ccc(-c2nn(-c3ccccc3)cc2CN(C)CCn2ccnc2C)c(F)c1
  12%, 21
COc1cccc2c(=O)ccoc12
  14%, 11
COC(=O)Cc1[nH]n(-c2ccccc2)c(=O)c1C(C)=Nc1ccccc1
  ?, ·
O=C(CCN1C(=O)c2ccccc2S1(=O)=O)Nc1cccc(F)c1
  ?, ·

Compounds from the list above with a nitro group on carbon (eleven):
Screens in order: S3 lipid droplet, S3 lipid droplet cell count max
CCOC(=O)CSc1nnc(NC(=O)c2cccc([N+](=O)[O-])c2C)s1
  9%, 8
O=C(NS(=O)(=O)c1ccccc1[N+](=O)[O-])c1ccccc1
  ?, ·
CCN1CCN(C(=O)c2ccc(N3CC4CC(C3)c3cccc(=O)n3C4)c([N+](=O)[O-])c2)CC1 (stereo not given)
  -3%, 8
O=C(N/N=C/c1ccncc1)c1cc([N+](=O)[O-])cc([N+](=O)[O-])c1
  1%, -5
N#Cc1cc([N+](=O)[O-])c(-n2nnc3ccccc32)c([N+](=O)[O-])c1
  -18%, 1
O=[N+]([O-])c1ccccc1OC/C(=N\O)c1ccccc1
  8%, 1
Cc1cc(C(=O)N/N=C/c2ccccc2[N+](=O)[O-])c(C)o1
  -17%, 0
CC1CCCC(C)N1C(=C(Cl)Cl)C(=C1SCCS1)[N+](=O)[O-] (stereo not given)
  ?, ·
Cc1ccc(S(=O)(=O)NCCSc2ccccc2)cc1[N+](=O)[O-]
  6%, -14
O=C(Nc1ccc(Cl)c([N+](=O)[O-])c1)Nc1nc2ccccc2s1
  -2%, -9
O=C(NCC1CCCO1)c1cccc(Oc2c(Cl)cccc2[N+](=O)[O-])c1 (stereo not given)
  ?, ·

(more compounds)
Screens in order: S3 lipid droplet, S3 lipid droplet cell count max
O=C(c1cccs1)N1CCN(Cc2cccc([N+](=O)[O-])c2)CC1
  -1%, -10
COc1cccc(NC(=S)Nc2ccc(O)cc2)c1
  9%, 11
O=C1CCN(S(=O)(=O)c2ccccc2)CCN1CCOCc1ccc(C(F)(F)F)cc1
  ?, ·
CN(C)S(=O)(=O)c1cccc(C(=O)Nc2n[nH]c(C(F)(F)F)n2)c1
  ?, ·
Clc1ccc(CNc2nnnn2-c2ccccc2)c(Cl)c1
  ?, ·
Cc1cc(=O)oc2cc(OCC(=O)N(C)C3CCS(=O)(=O)C3)c(Cl)cc12 (stereo not given)
  i, -3
CC(C)c1ccc(/C=N/NC(=O)C(=O)NCCCN2CCOCC2)cc1
  ?, ·
Cc1ccc(NC(=O)C2(N(C(=O)Cn3nnnc3N)c3ccc(C)cc3)CCCCC2)cc1
  20%, -8
O=C(O)CN1C(=O)CSC1=S
  ?, ·
CC(=O)NC12CC3CC(C1)CC(C(=O)NCC(=O)Nc1c(C)cc(C)cc1C)(C3)C2
  ?, ·
CCN(CC)c1ccc(/C=N/NC(=O)CCC(=O)NCc2ccccc2)c(O)c1
  ?, ·
Cc1ccccc1N(C(=O)c1csnn1)C(C(=O)NC1CCCCC1)c1ccncc1 (stereo not given)
  ?, ·

Grouped by structure: the entries above with a CF3 group
Screens in order: S3 lipid droplet, S3 lipid droplet cell count max
CCC(O)(C(=O)Nc1ccccc1C(F)(F)F)c1ccccc1OC (stereo not given)
  ?, ·
O=C1CCN(S(=O)(=O)c2ccccc2)CCN1CCOCc1ccc(C(F)(F)F)cc1
  ?, ·
CN(C)S(=O)(=O)c1cccc(C(=O)Nc2n[nH]c(C(F)(F)F)n2)c1
  ?, ·
